From PubChem
RAD54 branch: inhibitors of human RAD54 branch migration, primary screen, biochemical, fluorescence, single point; DNA repair and recombination protein RAD54-like (Homo sapiens), Q92698; RAD54 Holliday junction branch migration, FAM/BHQ fluorescence; inhibition, % at 10.4 µM; 360,000 compounds, 0.14% hits;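 active = mean normalized replicate activity at least 40 and at least half of replicates scoring 40 or more; inconclusive = only one of the two criteria met; inactive = mean below 40 and under half of replicates reaching 40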;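 also: 0% = median of neutral control wells and 100% = median of positive control wells; inhibitors cause a drop in the FAM fluorescence signal; in these data hits start at about 50%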
XiGFP reactiv: activators of inactive X chromosome reactivation, primary screen, imaging, XiGFP fibroblasts, GFP high-content imaging, set 2 | 360,000 compounds, 0.055% hits | AID 743238, 2013 | XiGFP mouse fibroblasts, % GFP-positive cells imaging, 3 d; cells co-treated with 5-aza-dC sensitizer; scaled so ellipticine positive control = 100% | activation, % at 7.58 µM;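 active = mean normalized replicate activation at least 10% and every replicate at or above 10%; inconclusive = only one of the two criteria met; inactive = mean below 10% and not all replicates reach 10%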;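 also: 0% = median of on-plate neutral control wells and 100% = ellipticine 6 µM median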
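Material: XiGFP fibroblasts, SV40-immortalized; Buffer or medium: DMEM containing 5-aza-dC; Compound dosing: single point; Times: 3 days compound exposure.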
E-selectin induc: E-selectin induction in HUVECs, primary screen, imaging, HUVEC, immunofluorescence imaging, single point; normalized: neutral wells 0, TNF-alpha wells 100; activation, % at 7.58 µM; 260,000 compounds, 0.37% hits;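 active = mean E-selectin-positive cell signal at least 10% of the positive control, reached in at least 60% of replicates, without over 20% cell loss; inconclusive = no rule given, readout overlaps actives, possibly toxicity-flagged; inactive = the rest, including those meeting only one limit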;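 also: in these data hits start at about 27%; measured in HUVEC primary endothelial cells; signal is the percent of cells scored E-selectin positive by PE staining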
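Read-out: % PE-positive cells | Test system: HUVEC | Doses: One compound dose added by pin transfer | Buffer or medium: EGM-2 over gelatin coat | Signal: Immunofluorescence imaging | Benchmarks: TNF-alpha, DMSO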
ERp5 inh: inhibitors of ERp5-driven insulin aggregation, primary screen, biochemical, turbidity, absorbance 650 nm, single point; Protein disulfide-isomerase A6 (Homo sapiens), Q15084; 90 min; inhibition, % at 9.99 µM; 350,000 compounds, 0.05% hits; AID 651711, 2012;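 active = mean replicate inhibition above about 25%, with every replicate also reaching it, limit read from the data, passing the limit was not always enough; inconclusive = only one of those two criteria met; inactive = neither criterion met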
Target sequence (Q15084 whole entry, looked up): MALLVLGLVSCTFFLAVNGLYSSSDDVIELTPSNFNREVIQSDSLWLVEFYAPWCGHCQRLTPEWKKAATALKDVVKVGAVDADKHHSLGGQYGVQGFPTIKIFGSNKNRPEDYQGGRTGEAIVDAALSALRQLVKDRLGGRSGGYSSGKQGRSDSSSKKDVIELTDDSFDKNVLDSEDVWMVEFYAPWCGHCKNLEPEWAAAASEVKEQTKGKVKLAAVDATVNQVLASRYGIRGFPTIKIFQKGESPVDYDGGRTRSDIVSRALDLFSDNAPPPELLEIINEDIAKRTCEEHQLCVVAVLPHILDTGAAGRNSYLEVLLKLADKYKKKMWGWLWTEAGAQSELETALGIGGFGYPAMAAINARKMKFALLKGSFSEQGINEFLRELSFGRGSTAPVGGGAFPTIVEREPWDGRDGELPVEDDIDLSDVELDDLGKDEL
esBAF inh: Bmi1 luciferase reporter increase in mESCs, primary screen, esBAF inhibitor project, mouse ES cells, Bmi1 luciferase knock-in, single point | 350,000 compounds, 2% hits | reporter increase, % at 12.5 µM | 24 h; 100% = twice the neutral-well signal | AID 602393, 2012; in the data active = activation above about 40%; inconclusive = no clear call, values can overlap the other calls;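 also: 0% = median of the plate's neutral control wells and 100% = double that signal; a rise in the Bmi1 reporter signal indicates esBAF inhibition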
ERAP1 inh: human ERAP1 aminopeptidase inhibitors, primary screen, biochemical, single point, plate reader. AID 652197, 2013. inhibition, % at 10.7 µM. 340,000 compounds, 0.15% hits. recombinant ERAP1, Leu-AMC fluorescence, 60 min;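 active = mean replicate inhibition of at least 30%, or all replicates individually reaching that 30% level; inactive = mean below 30% and not every replicate reaching it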;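 also: 0% = neutral control wells and 100% = L-leucinethiol positive control wells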
S100A4 inh HTS: inhibitors of S100A4-myosin IIA peptide binding, primary screen, biochemical, fluorescence polarization, TAMRA-MyoIIA peptide. Protein S100-A4 (Homo sapiens), P26447. inhibition, % at 10.7 µM. 360,000 compounds, 0.14% hits. AID 652163, 2013;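 active = mean inhibition of at least 70% across replicates, with every replicate also reaching that level; inconclusive = mean inhibition reaches 70% but some replicates fall short; inactive = mean inhibition below 70%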
Target sequence (P26447 whole entry, looked up): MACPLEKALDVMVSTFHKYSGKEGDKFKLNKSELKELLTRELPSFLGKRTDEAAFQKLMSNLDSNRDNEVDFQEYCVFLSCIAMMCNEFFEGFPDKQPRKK
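Test system: S100A4 monomer protein; Medium: HEPES pH 7.2 with CaCl2, KCl, NaCl, DTT, Triton; Probe or stimulus: TAMRA-labelled myosin IIA heavy-chain peptide probe, 5 nM; Doses: one dose per compound; Times: polarization read 5 min after assay mix addition, stable 5–60 min; Benchmarks: neutral control DMSO, positive control TFP.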
RAD52 inh: RAD52 DNA annealing inhibitors, primary screen, biochemical, FRET, single point, set 2; 360,000 compounds, 0.46% hits; AID 651710, 2012; recombinant RAD52 DNA annealing, FRET fluorescence; inhibition, % at 18.7 µM;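 active = every replicate showing at least 50% inhibition; inconclusive = mean inhibition at least 50% but not in every replicate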
Target sequence (P43351 whole entry, looked up): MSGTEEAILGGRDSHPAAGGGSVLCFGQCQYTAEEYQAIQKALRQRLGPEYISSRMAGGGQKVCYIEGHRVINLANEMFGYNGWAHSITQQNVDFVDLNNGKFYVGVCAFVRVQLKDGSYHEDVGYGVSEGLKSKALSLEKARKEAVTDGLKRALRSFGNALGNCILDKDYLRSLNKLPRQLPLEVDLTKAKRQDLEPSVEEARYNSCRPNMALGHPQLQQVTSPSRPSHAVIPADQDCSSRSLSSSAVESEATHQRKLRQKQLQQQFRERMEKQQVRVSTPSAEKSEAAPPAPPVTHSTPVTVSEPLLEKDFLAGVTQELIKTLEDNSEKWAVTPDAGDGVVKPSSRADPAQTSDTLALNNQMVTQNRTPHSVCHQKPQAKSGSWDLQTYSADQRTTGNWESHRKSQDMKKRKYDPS
Starred values were filed as active, the others as inactive; ? = inconclusive; · = not tested or not shown.

cpd	mol	RAD54 branch	XiGFP reactiv	E-selectin induc	ERp5 inh	esBAF inh	ERAP1 inh	S100A4 inh HTS	RAD52 inh
1	Cc1[nH]c2ccccc2c1C(=O)CN1C(=O)C(=O)N(CCC2=CCCCC2)C1=O	-3	0.0	?	-1	0	0	-2	-22
2	O=C1CC(=O)NC(SCC(=O)Nc2ccccc2[N+](=O)[O-])=N1	-20	0.2	0.0	4	-3	8	-2	-26
3	CC(C)(C)C(=O)Nc1ccc(C(=O)OC2CCCCC2)cc1	3	·	·	1	64*	0	-4	-10
4	CC1Cc2ccccc2N1C(=O)CSc1ncccn1 (stereo unspecified)	-7	0.1	·	0	19	-3	-3	-12
5	Cc1cc(C)cc(N(CC(=O)NC2CCCC2)C(=O)c2csnn2)c1	-2	0.3	·	0	0	-3	-1	-11
6	Cc1ccc(-c2n[nH]c(=O)c3ccccc23)cc1S(N)(=O)=O	-12	0.0	·	6	-11	-1	-1	7
7	CC(=O)N1CCN(Cc2cc(=O)oc3cc(C)c(C)cc23)CC1	3	0.2	0.1	4	-1	7	2	-13
8	Cc1ccccc1CN1CCC(N2CCC(C(=O)NCC3CCCO3)CC2)CC1 (stereo unspecified)	0	0.1	-0.2	0	·	1	-10	-20
9	CCOC(=O)c1c(NC(=O)Cn2nc(C(F)(F)F)cc2C)sc(C)c1C	-6	0.0	2.8	·	-13	·	·	·
10	O=[N+]([O-])c1ccccc1Oc1cnc2ccccc2n1	1	0.3	·	-1	0	5	3	-1
11	COC(=O)C(CC#Cc1ccc2c(c1)[C@]1(C(=O)N2)[C@H](c2ccc(OCCO)cc2)N2[C@H](c3ccccc3)[C@H](c3ccccc3)OC(=O)[C@H]2[C@@H]1C(=O)Nc1nc2ccccc2s1)C(=O)OC	·	·	·	2	·	1	6	0
12	CCOC(=O)c1cc(-c2ccccc2C)nn1CC1CC(c2cccnc2)=NO1 (stereo unspecified)	0	-0.1	0.1	6	-2	-1	-4	-15
13	COc1ccc(C(=O)NCCn2cc(SCC(=O)N3CCOCC3)c3ccccc32)cc1	-4	·	·	7	42*	4	-5	4
14	O=C(NCc1ccccc1)C1=C[C@@H](c2csc3ccccc23)C[C@@H](OCCCCO)O1	·	-0.2	-0.3	3	·	0	-5	-45
15	COc1ccc(S(=O)(=O)N[C@@H]2CC[C@H](CC(=O)O)O[C@@H]2CO)cc1	2	-0.1	0.0	0	2	1	-3	-8
16	COc1ccccc1CN(C)C(=O)CN1CCN(C(=O)c2cccs2)CC1	6	0.5	-0.2	6	6	-1	-3	-3
17	COc1ccc(CN(C)C[C@@H]2Oc3c(NC(=O)Nc4ccc(F)cc4)cccc3C(=O)N([C@@H](C)CO)C[C@H]2C)cc1	-9	-0.1	261*	-5	-2	0	1	9
18	COc1ccc(NC(=O)c2ccc(OC)c(S(=O)(=O)N3CCCCC3C)c2)cn1 (stereo unspecified)	-14	0.1	·	0	2	-2	0	-25
19	C[C@@H]1CN([C@@H](C)CO)C(=O)c2c(c3ccccc3n2C)-c2ccccc2CO[C@H]1CN(C)S(=O)(=O)c1ccsc1	-5	0.0	-0.4	0	12	3	5	18
20	COCC(=O)Nc1ccc2c(c1)[C@@H]1C[C@@H](CC(=O)NCc3ccc(OC)cc3)O[C@H](CO)[C@@H]1O2	3	0.0	-0.7	5	-6	-1	17	-23
21	OC(COc1ccc(-c2ccccc2)cc1)CN1CCCCC1 (stereo unspecified)	10	0.2	0.5	7	-3	0	-1	-13
22	O=C(Cc1ccccc1)N[C@@H]1C=C[C@H](CC(=O)N2CCCCC2)O[C@@H]1CO	-16	-0.5	-0.3	3	4	-2	0	7
23	O=C(Nc1ccccc1)c1cc(C2CCCCN2C(=O)c2ccccc2)on1 (stereo unspecified)	7	0.6	1.5	1	6	-1	-3	-7
24	N#Cc1nc(COc2ccccc2)oc1N1CCCCCC1	6	0.0	0.2	-4	8	-1	11	-5
25	COc1ccc(C(CC(=O)O)NC(=O)C2CCCCC2)cc1 (stereo unspecified)	-17	·	·	10	-1	4	3	-7
26	COCCNC(=O)C[C@@H]1CC[C@@H]2[C@H](COc3ccc(NC(C)=O)cc3C(=O)N2C)O1	0	0.2	-0.1	·	-3	·	·	·
27	CO[C@H]1CN(C)C(=O)c2cc(NC(=O)c3cccc(F)c3)ccc2OC[C@H](C)NC[C@H]1C	10	-0.1	0.1	3	-3	-5	2	5
28	N#C/C(=C\N1CCOCC1)C(N)=O	-4	0.3	0.0	6	·	6	-3	7
29	Nc1cc(-c2ccccc2)n2c(n1)nc1ccccc12	-1	-0.1	·	1	-7	1	1	-10
30	CC(C)CC#Cc1cnc2c(c1)C(=O)N([C@H](C)CO)C[C@@H](C)[C@@H](CN(C)Cc1cccc(F)c1)O2	-5	0.2	-0.1	-1	1	0	-32	-5
31	CN(C(=O)COC(=O)c1ccc(C(C)(C)C)cc1)C1CCS(=O)(=O)C1 (stereo unspecified)	-3	0.0	-0.2	5	11	-3	-2	-1
32	N#Cc1ccc(OCCN2CCc3ccccc3C2)cc1	·	0.2	-0.1	-3	·	·	-2	-23
33	Nc1cc(Cl)ccc1C(=O)OCC(=O)NC1CCCCCCC1	·	0.2	-0.2	3	3	2	-5	-15
34	CN(C)CCCNC(=O)C[C@@H]1CC[C@@H]2[C@H](COc3ccc(NC(=O)c4ccccc4F)cc3C(=O)N2C)O1	2	0.2	0.3	-6	3	-5	-5	-1
35	Clc1ccc(Nc2ccccc2)nn1	·	0.5	1.7	-3	·	0	2	-7
36	Cn1c(C=O)c(-c2ccc3c(c2)OCCO3)c2ccccc21	0	0.0	-0.7	-6	19	-1	-2	-70
37	COc1ccc(NC(=O)Nc2ccc3c(c2)C(=O)N([C@H](C)CO)C[C@H](C)[C@@H](CN(C)Cc2ccc(Cl)c(Cl)c2)O3)cc1	-4	0.3	3.1	5	1	1	6	13
38	OC(COc1ccc(F)cc1)CN1CCN(c2ccccc2F)CC1 (stereo unspecified)	-8	0.3	·	5	-5	-2	-3	-8
39	CC(C)C[C@H]1CN(CCCC[C@@H]2CNC(=O)C(=O)N2CC2CCCCC2)C(=O)C(=O)N1CCC1CCCCC1	·	0.0	0.0	3	·	-12	-12	-1
40	CC(=O)N1CCCN(Cc2nc(C3(c4ccc(C)cc4)CCCC3)no2)CC1	·	0.1	·	-4	·	-5	2	-9
41	CCOc1ccc(S(=O)(=O)N2CCN(CC)CC2)cc1NC(=O)c1ccccc1F	-2	-0.1	-0.1	-4	-4	-2	-2	16
42	O=C(CN1CCN(S(=O)(=O)c2ccccc2[N+](=O)[O-])CC1)NC(=O)NCc1ccco1	·	0.2	·	0	·	-1	5	-8
43	O=C(O)c1cc(S(=O)(=O)N2CCCCC2)ccc1N1CCCC1	-5	0.0	0.8	-1	-2	-3	-1	-12
44	CC(=O)[C@H]1CC[C@H]2[C@@H]3CC=C4C[C@@H](OS(=O)(=O)O)CC[C@]4(C)[C@H]3CC[C@]12C	-6	-0.3	-0.1	2	-1	-3	1	-11
45	Brc1ccc2[nH]c3c(NCc4ccccn4)ncnc3c2c1	-1	0.3	0.9	-2	·	2	1	-9

Reprinted from the entries so far (two entries):
cpd	mol	RAD54 branch	XiGFP reactiv	E-selectin induc	ERp5 inh	esBAF inh	ERAP1 inh	S100A4 inh HTS	RAD52 inh
44	CC(=O)[C@H]1CC[C@H]2[C@@H]3CC=C4C[C@@H](OS(=O)(=O)O)CC[C@]4(C)[C@H]3CC[C@]12C	-6	-0.3	-0.1	2	-1	-3	1	-11
45	Brc1ccc2[nH]c3c(NCc4ccccn4)ncnc3c2c1	-1	0.3	0.9	-2	·	2	1	-9

(more compounds)
cpd	mol	RAD54 branch	XiGFP reactiv	E-selectin induc	ERp5 inh	esBAF inh	ERAP1 inh	S100A4 inh HTS	RAD52 inh
46	COc1ccc(-c2[nH]ncc2CN(C)C(C)c2ccon2)cc1F (stereo unspecified)	·	1.5	·	0	2	-4	27	8
47	Cc1ccc(C(=O)NCC(=O)N(C)Cc2ccccc2C)s1	1	-0.1	-0.5	5	26	-2	-8	-115
48	C[C@@H]1CN([C@@H](C)CO)S(=O)(=O)c2ccc(C3=CCCC3)cc2O[C@@H]1CN(C)Cc1ccccc1	-5	-0.9	0.1	0	-2	1	2	9
49	COc1ccc(CSc2nnnn2-c2ccc(C(=O)O)cc2)cc1	-6	0.1	-0.2	-4	-7	1	0	-5
50	CCS(=O)(=O)N1CC(=O)N2[C@H](CO)[C@@H](c3ccc(C#CC4CCCC4)cc3)[C@@H]2C1	·	0.1	0.1	-6	·	-2	3	2
51	Cc1nnc(SCC(=O)N(C2CCCCC2)C2CCS(=O)(=O)C2)n1C (stereo unspecified)	-9	0.0	·	4	-12	-5	-6	-9
52	CC(C)(C)c1cc(NC(=O)C2(C)CCN2C(=O)c2ccccc2CCc2ccccc2)no1 (stereo unspecified)	1	0.0	7.1	-2	2	0	6	-9
53	CC1CCN(c2c(NCc3ccc(C(=O)NCCc4ccc(Cl)cc4)cc3)c(=O)c2=O)CC1	-15	0.1	0.0	-2	0	1	-1	-29
54	CC(=O)Nc1nnc(C)s1	-2	0.0	0.1	14	-16	1	1	-6
55	N#C/C(=C/c1cn(-c2ccccc2)nc1-c1cccc(S(=O)(=O)N2CCCC2)c1)C(=O)NCc1ccco1	8	-0.1	1.7	·	13	·	·	·
56	COc1cccc(NC(=O)N[C@H]2C=C[C@@H](CC(=O)N3CCCCC3)O[C@@H]2CO)c1	3	0.6	-0.9	2	-4	0	-19	-3
57	Cc1ccc(S(=O)(=O)CCC(=O)OCC(=O)NC(=O)c2ccccc2)cc1	-1	0.0	0.2	5	6	1	-2	2

This is a random part of the collection; overall some 2.5% were active at least once.
